# LDHA block = LDHA (human) enzyme inhibition. purified LDHA, NADH/diaphorase-resazurin fluorescence; stronger effect = lower value. activity change, % (values are at about 110 or 230 µM). actives 0.15% (n = 480,000); in the data active means activity change below about -30%; inconclusive means mostly about -25% to -30%;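 further: plate controls were DMSO wells for no effect and wells without enzyme for full effect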
#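 Enzyme activity of human lactate dehydrogenase 5 (2 nM; 0.06 mM NADH, 0.2 mM pyruvate, 5 min, RT) is measured via a resazurin/diaphorase fluorescence readout of residual NADH.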
# D2 antagonist = D2 dopamine receptor (human) antagonism; HEK293 TREx D2 cells, calcium flux, dopamine EC80; inhibition, % at 10 µM; actives 2% (n = 340,000); AID 485344; in the data active means inhibition above about 30%; further: 0% is about no effect
# Target sequence (P14416 whole entry, looked up): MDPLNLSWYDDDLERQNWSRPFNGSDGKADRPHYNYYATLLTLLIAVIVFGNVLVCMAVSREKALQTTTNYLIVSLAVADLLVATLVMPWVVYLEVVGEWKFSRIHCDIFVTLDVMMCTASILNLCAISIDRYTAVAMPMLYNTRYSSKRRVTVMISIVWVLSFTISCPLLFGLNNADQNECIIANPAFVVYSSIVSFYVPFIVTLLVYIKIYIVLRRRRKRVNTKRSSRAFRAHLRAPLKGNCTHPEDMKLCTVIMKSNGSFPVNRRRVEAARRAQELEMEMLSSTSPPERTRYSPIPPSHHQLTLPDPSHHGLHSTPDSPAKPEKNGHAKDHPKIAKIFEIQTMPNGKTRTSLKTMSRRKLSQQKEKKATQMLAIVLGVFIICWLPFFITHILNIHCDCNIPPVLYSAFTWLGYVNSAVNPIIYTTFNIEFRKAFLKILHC
#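 Calcium flux kinetic readout in an inducible HEK293 TREx D2 line plated overnight at 30 C. After 180 s compound exposure, an EC80 dopamine challenge follows with another 180 s kinetic read to detect antagonism.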
# Glioma ERSR ind = inducers of ER stress response in human glioma cells; U87-MG GRP78 promoter luciferase reporter, 16 h; Potency, µM, without a hit: top-dose activation, actives largely listed as activators; actives 0.02% (n = 420,000); AID 602332; further: potency means the concentration at half of the fitted maximal effect; series mostly up to about 76 µM; % of control where 0% means no effect; nearly all actives have a fitted effect of over 35% in size
#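 Stably transfected U87-MG human glioma cells carrying a GRP78-based luminescent sensor were seeded at 1000 cells/well, pin-dosed with compounds and incubated 16 h. Luciferase reagent was then added, and end-point luminescence was read after 10 min at room temperature.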
# ERG-DNA inh = ERG Ets/DNA interaction inhibition | P11308 | fluorescence polarization, His-ERG Ets domain / labelled DNA | Potency, µM (doses to about 76.9 µM), for inactives: at the top dose FP activity, negative = inhibition, usual class: inhibitors | actives 0.028% (n = 370,000) | AID 624246; active means well fitted inhibition curve with a large enough effect in the polarisation, with a control signal flat; inconclusive means small, poorly fitted or top-dose-only effect, or effect the other way, or a change in a side signal; inactive means no such curve, though single readings can be large or run the other way; the % refers to the polarisation;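 further: polarization taken with two DNA probes labelled with fluorescein and Texas red; potency means the concentration at half of the fitted maximal effect; % of control where 0% means no effect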
#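 His-tagged ERG Ets domain (1 uM in the protein solution; 300mM KCl, 50mM Tris-HCl, 1mM EDTA, 1mM DTT, pH 7.5) received compound, then a probe mix of 5 nM fluorescein-DNA and 100nM Texas-615-DNA. Fluorescence polarization was read for both dyes.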
# RGS4 inhibitor = blocks human RGS4-accelerated GTP hydrolysis; Potency, µM (titrated, usually from 114 µM), for the others: at the top dose activity change, negative = inhibition, actives largely listed as inhibitors; Transcreener GDP fluorescence polarization, RGS4-accelerated GTP hydrolysis; actives 0.039% (n = 390,000); P49798; AID 504845; further: potency means the concentration at half of the fitted maximal effect; on the % scale 0 is the no-effect control and ±100 the full control effect; nearly all actives have a fitted effect of over 75% in size; some results filed as inactive show a strong effect at the top dose
# Target sequence (P49798 whole entry, looked up): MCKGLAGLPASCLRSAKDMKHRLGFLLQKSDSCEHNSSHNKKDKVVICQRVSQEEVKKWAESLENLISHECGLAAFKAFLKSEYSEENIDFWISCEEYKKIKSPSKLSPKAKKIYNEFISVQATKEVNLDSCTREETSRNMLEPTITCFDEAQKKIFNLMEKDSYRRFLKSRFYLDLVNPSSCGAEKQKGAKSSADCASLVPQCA
#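 MLSMR compounds (23 nl, pin-transferred) preincubated 10 min at room temperature with a 500nM (2x) first reagent, then RGS4 at 900nM (2x) plus Transcreener GDP mix added; fluorescence polarization (620/688 nm) read before and after 90 min at 30 °C.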
# 12-LOX inh = blocks human arachidonate 12S-lipoxygenase; Potency, µM (series often up to 108 µM), for the others: at the highest dose activity change, negative = inhibition, most hits filed as inhibitors; purified 12hLO, xylenol orange hydroperoxide absorbance; actives 1.1% (n = 580,000); further: potency means the concentration at half of the fitted maximal effect; on the % scale 0 is the no-effect control and ±100 the full control effect
#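 Purified human 12hLO (150 nM final) in 25 mM Hepes, 0.01% Triton X-100, pH 7.0 was preincubated 15 min at room temperature with compound. Then 40 uM arachidonic acid was added, 30 min. Hydroperoxide was read by Fe-XO absorbance ratio 573/405 nm.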
# Vif-APOBEC3F blk = Vif-A3F binding inhibition; AID 602313; HeLa A3F-eYFP + Vif (tagged APOBEC3F with the HIV-1 protein that degrades it), YFP fluorescence increase; Potency, µM (top dose mostly 46.1 µM), for inactives: top-dose activity, negative = active; actives 0.2% (n = 390,000); further: potency means the concentration at half of the fitted maximal effect; % of control where 0% means no effect; nearly all actives have a fitted effect of over 65% in size
#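 HeLa cells stably expressing Vif plus C-terminally eYFP-tagged A3F were seeded, incubated overnight at 37 deg C, dosed with compound, incubated overnight again at 37 deg C. Yellow fluorescence (Ex 488/Em 500-530) reported blocked Vif-mediated A3F-eYFP degradation.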
# Vif-APOBEC3G blk = inhibitors of Vif-APOBEC3G interaction; Potency, µM (titrated, usually from 46.1 µM), for the others: at the highest dose activity, negative = active, actives largely listed as inhibitors; AID 602310; Q9HC16; actives 0.076% (n = 410,000); HeLa A3G-eYFP + Vif (tagged APOBEC3G with the HIV-1 protein that degrades it), YFP fluorescence, overnight;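 further: potency means the concentration at half of the fitted maximal effect; on the % scale 0 is the no-effect control and ±100 the full control effect; nearly all actives have a fitted effect of over 60% in size; hits raise eYFP signal because A3G escapes Vif-driven loss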
# Target sequence (Q9HC16 whole entry, looked up): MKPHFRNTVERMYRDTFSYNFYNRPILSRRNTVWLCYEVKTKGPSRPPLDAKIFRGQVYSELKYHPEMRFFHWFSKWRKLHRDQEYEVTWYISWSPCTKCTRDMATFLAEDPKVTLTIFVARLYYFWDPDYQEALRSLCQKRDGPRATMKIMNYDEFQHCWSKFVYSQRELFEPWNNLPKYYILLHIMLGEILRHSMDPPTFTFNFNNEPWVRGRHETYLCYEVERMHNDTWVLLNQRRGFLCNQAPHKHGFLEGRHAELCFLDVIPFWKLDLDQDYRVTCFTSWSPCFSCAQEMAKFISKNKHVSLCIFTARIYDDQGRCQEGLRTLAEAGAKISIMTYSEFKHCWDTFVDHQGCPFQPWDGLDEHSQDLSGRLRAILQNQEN
#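 HeLa cells stably expressing Vif and C-terminally eYFP-tagged A3G, seeded overnight at 37 deg C, then exposed to compound by pintool overnight at 37 deg C. Rise in yellow fluorescence (Ex 488/Em 500-530, Acumen) marks blocked Vif-driven A3G degradation.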
# D2 agonist = activates the human D2 dopamine receptor; HEK293 T-REx D2 cells, calcium flux agonist mode; activation, % at 2 µM; actives 0.53% (n = 340,000);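 active means activation over 3 SD above normal in the single-dose calcium agonist read, cut at about 30% in these data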; further: 0% is about no effect
#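 Tetracycline-induced HEK293 Trex cells with D2 receptor force-coupled to calcium signaling, plated overnight at 30 C and loaded with no-wash calcium dye. Calcium flux read kinetically for 180 s after compound addition; responses flag agonists.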
# The depositor's hits bear a star; i = inactive; ? = inconclusive; / = no result given; & = joins results of further samples; [ ] = remark or other dose. Unless noted, the call rests on the fitted dose curve; in most records, active means well fitted curve in the direction sought with a large enough effect; inconclusive means small, poorly fitted or top-dose-only effect, or another doubt; inactive means no such curve, though single readings can be large; an effect the other way counts as inactive or inconclusive. A portion of the library, so the mix of outcomes need not match the whole.
SMILES,LDHA block,D2 antagonist,Glioma ERSR ind,ERG-DNA inh,RGS4 inhibitor,12-LOX inh,Vif-APOBEC3F blk,Vif-APOBEC3G blk,D2 agonist
Cc1ccccc1NC(=O)c1cccc(S(=O)(=O)N2CCOCC2)c1,-4.9,6.9,-2.0%,11.8%,-7.9%,1.5%,0.8%,0.0%,1.7
C=C(C)C1CC=C(C)/C(=N\NC(=O)CNc2cccc3ccccc23)C1 (configuration not stated),3.7,-1.7,-4.0%,-7.6%,-3.1%,0.9%,-4.3%,-1.4%,0.4
CCc1noc(C)c1C(=O)OC(C)C(=O)c1c(C)[nH]c2ccccc12 (configuration not stated),-0.1,-0.8,-2.0%,16.0%,7.2%,1.2%,-4.9%,-8.5%,-0.5
CC1=C(C(=O)OCc2ccccc2)C(c2ccsc2)NC(=O)N1C (configuration not stated),-4.8,-16.3,-3.4%,0.8%,7.3%,2.4%,-13.6%,-8.5%,0.5
CCc1ccccc1NC(=O)CN(C)C(=O)CSc1nn(-c2ccc(F)cc2)c(=S)s1,-3.4,-2.6,-4.3%,9.7%,2.7%,-15.0%,-4.4%,-2.6%,1.2
COc1ccc(OC)c(NC(=O)C2(C)CCN2C(=O)Cc2ccc(Cl)cc2Cl)c1 (configuration not stated),1.5,/,-1.1%,/,/,13.8%,/,2.0%,/
CCOc1ccccc1NC(=O)CSc1nc(=O)n(CCCN2CCOCC2)c2c1CCC2,-1.7,-13.3,-5.3%,-5.2%,-29.2%,-15.0%,9.4%,-0.9%,0.8
Cc1ccc(S(=O)(=O)N2C[C@H]3N(C(=O)OC(C)C)N(C(=O)OC(C)C)C[C@H](OC(=O)NCc4ccccc4)[C@@]3(O)C2)cc1,0.2,/,8.3%,/,/,-19.7%,1.2%,0.1%,/
CCOc1ccc(NC(=O)Cn2cc(C(=O)c3ccc(CC)cc3)c(=O)c3cc(C)ccc32)cc1,-1.9,/,-2.8%,-0.6%,-25.3%,-4.3%,5.5%,-1.9%,1.0
COC(=O)c1c(CSc2ccc(Cl)cc2)noc1C(=O)NCc1ccco1,-6.2,37.6*,-3.5%,1.8%,-8.8%,?,6.7%,-3.5%,-0.3
CSc1ccc(-c2nc3c(C)cccn3c2Nc2ccc3c(c2)OCCO3)cc1,4.9,/,4.7%,5.1%,-10.0%,1.41µM*,1.1%,-0.7%,-1.0
Cc1c(NC(=O)CCCN2C(=O)c3cccc4cccc(c34)C2=O)c(=O)n(-c2ccccc2)n1C,-0.4,/,-2.9%,-2.7%,12.0%,?,18.0%,4.5%,/
COc1cccc(-c2c(C(=O)N/N=C/c3ccco3)nnn2-c2nonc2N)c1,-3.0,8.5,-6.0%,12.5%,15.8%,-0.9%,-12.4%,2.4%,6.0
C[C@H]1CN([C@@H](C)CO)C(=O)c2cc(Br)cnc2O[C@@H]1CN(C)S(C)(=O)=O,1.8,/,-4.5%,/,/,-7.7%,-1.8%,-2.0%,/
c1ccc2c(Nc3nnc(-c4ccncc4)s3)cccc2c1,0.9,-7.2,5.5%,/,2.7%,-15.5%,0.7%,-4.2%,0.2
CCn1c(SCC(=O)O)nnc1C1CCCCC1,-2.6,4.4,-4.2%,/,-5.7%,?,-1.3%,2.9%,0.1
CCc1nn(-c2ccccc2)c(N)c1-c1ccc(OC)c(OC)c1,-2.1,12.1,2.7%,-4.7%,-16.4%,14.5%,-12.8%,2.8%,0.2
O=C(NCc1ccco1)c1ccc(COCC(F)(F)F)cc1,3.4,11.9,-3.7%,-12.5%,-12.4%,5.8%,5.5%,-3.7%,0.1
CCCn1c2c(c(O)c(C(=O)Nc3ncccc3O)c1=O)CCCC2,-5.5,3.7,-1.5%,-4.2%,5.6%,14.6%,-21.7%,-6.2%,0.6
O=C(/C=C/c1ccco1)N1CCN(S(=O)(=O)/C=C/c2ccccc2)CC1,-2.9,-10.1,-3.5%,-3.3%,-44.5%,?,3.7%,0.3%,-1.2
COCCn1c(=NC(=O)/C=C/c2cccs2)sc2cc(NC(C)=O)ccc21,-4.5,/,1.3%,-7.2%,1.6%,-3.3%,0.0%,-5.3%,/
COc1ccc(-c2cc(C(F)(F)F)nc(SCC(=O)N(C)Cc3ccccc3)n2)cc1,-3.2,/,-0.1%,-1.2%,0.5%,-13.8%,2.5%,-0.4%,1.1
Cc1ccc(-c2noc(CCCC(=O)N3CCOCC3)n2)cc1,-5.5,1.9,-4.0%,2.4%,-8.7%,-13.6%,2.0%,-0.8%,0.4
O=C(Nc1cccc(O)c1)N1CCOCC1,7.3,-10.2,-0.8%,-2.4%,6.3%,i,6.0%,0.4%,-3.3
Oc1ccc(-c2n[nH]c(=S)n2-c2ccc3c(c2)OCCO3)cc1,-18.8,-1.1,6.9%,-1.6%,9.1%[11.4 µM],?,-1.7%,4.9%,-0.4
CC(=O)c1ccc(NC(=O)C2CCCN(S(=O)(=O)c3ccc4c(c3)CCCN4C(C)=O)C2)cc1 (configuration not stated),0.3,/,-1.5%,-0.3%,-4.8%,-15.3%,-3.5%,4.6%,0.4
CCC(C)N=Cc1c(Nc2ccccc2)nc2c(C)cccn2c1=O (configuration not stated),-8.3,-6.1,-4.0%,-3.1%,5.6%,2.8%,-11.4%,3.0%,0.2
N#Cc1ccc(C(=O)Nc2cc(S(=O)(=O)N3CCOCC3)ccc2N2CCOCC2)cc1,-1.9,/,-4.9%,/,/,1.1%,1.9%,2.7%,/
CCC(=O)Nc1cc(C(F)(F)F)ccc1N1CCOCC1,9.2,4.6,6.6%,2.1%,-15.1%,0.0%,-18.4%,1.2%,-0.1
Cc1ccc(C(=O)NC(=S)Nc2ccc(NC(=O)c3cccc(Cl)c3)cc2)cc1,-3.1,-5.9,-8.7%,?,-13.0%,-19.5%,17.1%,4.0%,0.1
COCc1ccc(C(=O)N2CCCC(Nc3ccc(C(C)C)cc3)C2)o1 (configuration not stated),11.9,-6.4,-2.8%,-5.9%,11.8%,451.2%[activator],-8.9%,3.0%,-1.0
O=C(O)CCCCCn1c(SCC(=O)N2CCCC2)nc2ccsc2c1=O,-7.5,-12.7,-6.3%,-3.4%,9.1%,-1.7%,1.5%,-2.7%,-0.1
Cc1ccccc1C(=O)Nc1ccc2nc3n(c(=O)c2c1)CCCC3,-2.2,-15.0,2.1%,-6.3%,9.9%,0.0%,2.0%,2.2%,0.0
CCOc1ccc(CCNC(=O)c2c(C)oc3ncnc(N4CCOCC4)c23)cc1,-1.9,/,-3.4%,2.2%,1.0%,?,-7.6%,-3.1%,-0.6
C=CCN(CC=C)Cc1cc(=O)oc2cc(OC)ccc12,0.4,/,-3.0%,/,/,?,/,-6.2%,/
O=C(/C=C/c1cc[n+](CC(=O)c2ccc3cccc4c3c2CC4)cc1)c1ccc2cccc3c2c1CC3,-13.2,7.6,-4.2%,7.7%,-4.2%[11.4 µM],/,-10.2%,-13.8%,1.1
CC(C)CC1C(=O)N(Cc2cn(CCC3OCCCO3)nn2)CCS(=O)(=O)N1Cc1ccc(-c2ccc(Cl)c(Cl)c2)cc1 (configuration not stated),-2.2,/,-4.6%,/,/,-2.8%,-7.5%,-10.1%,/
O=C(COC(=O)CSCC(=O)N1CCCCC1)NCc1ccc(F)cc1,-9.9,4.7,1.0%,1.5%,-18.4%,0.0%,-4.8%,2.7%,-0.2
O=C1OCCN1C(=O)[C@H]1[C@H](c2ccc(Cl)cc2)C(c2cccc(Cl)c2)=NN1c1ccccc1,-11.8,11.7,-5.1%&-0.6%,-2.3%,5.9%,/,-7.1%,-2.8%,0.8
Cc1cc(SCC(=O)N(C)c2c(N)n(Cc3ccccc3)c(=O)[nH]c2=O)nc2ccccc12,2.2,38.2*,-1.3%,4.3%,-31.4%,91.3%[activator],-6.7%,0.9%,0.3
Cc1cccc(-c2nc3scc(CCNS(=O)(=O)c4ccc5c(c4)OCCO5)n3n2)c1,0.6,/,-2.6%,-1.0%,-25.1%,-40.8%,4.2%,2.6%,-0.1
Cc1ccc(NS(=O)(=O)c2ccc3c(c2)oc(=O)n3C)cc1,-8.2,17.8,2.0%,2.4%,24.2%,-20.2%,3.8%,2.0%,0.2
CCOc1cccc2sc(N(CCN(C)C)C(=O)c3cc4ccccc4cc3OC)nc12,0.8,1.5,-11.5%,-1.7%,32.7%,?,0.3%,-4.5%,-0.2
Cc1cccc(Cn2c(CN3CCN(Cc4ccccc4)CC3)nc3c2c(=O)[nH]c(=O)n3C)c1,-7.3,-10.2,-1.2%,4.8%,-5.4%,-10.4%,2.4%,-4.7%,-1.6
O=C(Nc1ccc2c(c1)C(=O)OC2)c1ccccc1Cl,-6.9,-2.9,-0.5%,-8.0%,6.1%,17.2%,1.3%,-0.9%,-1.9
O=C(CSc1n[nH]c(-c2ccccc2)n1)Nc1ncc(Br)cc1Br,2.7,-17.0,6.5%,-1.4%,-7.1%,?,-4.7%,-0.6%,-1.0
Nc1nccc(/C=C/c2c(F)cccc2Cl)n1,0.0,-0.7,5.3%,2.2%,-34.9%,6.2%,-7.6%,4.0%,-2.4
